RGS4-Gao reg: modulators of RGS4 binding to Galphao, primary screen, biochemical, multiplexed bead flow cytometry | actives lie on both sides | binding response (% of control), % at 10 µM | actives 0.33% (n = 220,000) | AID 1415, 2008; in the data active means binding response below about 49% or above about 150%; inactive means in between;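 further: fluorescent Galphao activated with aluminum fluoride binding bead-coupled RGS4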
ABCB1 block: ABCB1 efflux pump inhibitors, primary screen, cell-based, multiplex, flow cytometry, ABCG2 counter-screen. inhibition, % at 6.6 µM. AID 1326, 2008. ATP-dependent translocase ABCB1 (Homo sapiens), P08183. actives 0.067% (n = 190,000). CCRF-Adr cells, JC-1 efflux; in the data active means inhibition above about 40%;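 further: 0% = vehicle and 100% = reference inhibitor; higher value means more JC-1 retained so stronger ABCB1 efflux block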
RGS7-Gao: RGS7-Galphao binding modulators, primary screen, biochemical, multiplexed bead flow cytometry; actives lie on both sides; Guanine nucleotide-binding protein G(o) subunit alpha (Homo sapiens), P09471; binding response (% of control), % at 10 µM; actives 0.35% (n = 220,000); AID 1439, 2008; in the data active means binding response below about 49% or above about 150%; inconclusive means no clear call, values can overlap the other calls; inactive means in between;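 further: fluorescent Galphao held in activated GDP-AlF4 state binding bead-coupled RGS7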
RGS8-Gao reg: RGS8-Galphao binding modulators, primary screen, biochemical, multiplexed bead flow cytometry; Guanine nucleotide-binding protein G(o) subunit alpha (Homo sapiens), P09471; actives lie on both sides; response (percent of control binding), % at 10 µM; actives 0.34% (n = 220,000); AID 1423, 2008; in the data active means response below about 60% or above about 140%; inactive means in between;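 further: Galphao activated as the GDP aluminium fluoride complex binding bead-coupled RGS8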
Bim-Bfl-1: inhibitors of Bim binding to Bfl-1, primary screen, biochemical, multiplexed, bead-based flow cytometry | Bim-Bfl-1 binding inhibition | Bcl-2-related protein A1 (Homo sapiens), Q16548 | inhibition, % at 10 µM | actives 0.12% (n = 190,000);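 further: 0% = wells without compound plus tracer and 100% = blocker peptide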
Bim-Mcl-1: inhibitors of Bim peptide binding to Mcl-1, primary screen, biochemical, bead-based flow cytometry, multiplex. Bim peptide-Mcl-1 binding. Induced myeloid leukemia cell differentiation protein Mcl-1 (Homo sapiens), Q07820. actives 0.1% (n = 190,000). inhibition, % at 10 µM;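 further: 0% = no compound tracer wells and 100% = peptide blocker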
Target sequence (Q07820 whole entry, looked up): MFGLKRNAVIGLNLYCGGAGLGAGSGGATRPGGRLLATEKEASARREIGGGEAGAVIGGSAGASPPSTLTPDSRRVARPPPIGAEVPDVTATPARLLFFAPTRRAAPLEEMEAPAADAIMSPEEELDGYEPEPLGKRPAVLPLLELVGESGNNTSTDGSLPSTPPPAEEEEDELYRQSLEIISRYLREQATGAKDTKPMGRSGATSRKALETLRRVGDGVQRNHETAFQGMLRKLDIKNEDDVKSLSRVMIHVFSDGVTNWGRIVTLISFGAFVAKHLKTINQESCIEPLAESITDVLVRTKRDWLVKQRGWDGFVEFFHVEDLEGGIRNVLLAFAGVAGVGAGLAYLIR
Bim-Bcl-W: inhibitors of Bim binding to Bcl-W, primary screen, biochemical, multiplexed, bead-based flow cytometry; Bcl-2-like protein 2 (Homo sapiens), Q92843; Bim peptide-Bcl-W binding; inhibition, % at 10 µM; actives 0.02% (n = 190,000);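 further: 0% = bound tracer without compound and 100% = peptide blocker; higher means less fluorescent Bim peptide bound to Bcl-W beads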
Target sequence (Q92843 whole entry, looked up): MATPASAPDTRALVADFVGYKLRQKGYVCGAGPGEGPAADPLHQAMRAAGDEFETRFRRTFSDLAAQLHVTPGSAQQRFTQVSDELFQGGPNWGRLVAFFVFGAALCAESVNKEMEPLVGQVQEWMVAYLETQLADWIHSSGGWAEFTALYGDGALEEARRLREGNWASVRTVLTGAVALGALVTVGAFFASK
ABCG2 block: ABCG2 efflux pump inhibitors, primary screen, multiplex with ABCB1, IgMXP3 cells, flow cytometry; Broad substrate specificity ATP-binding cassette transporter ABCG2 (Homo sapiens), Q9UNQ0; JC-1 efflux; inhibition, % at 6.6 µM; actives 0.1% (n = 190,000); AID 1325, 2008;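 active means inhibition above 80%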;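 further: 0% = DMSO and 100% = nicardipine control wells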
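material = IgMXP3 (ABCG2) plus far-red-tagged CCRF-Adr (ABCB1) cells | amount = 3 million cells/mL, equal mix of both lines | also added = JC-1 transporter substrate | dosing = one concentration, 6.6 µM final | schedule = 10 min at 25 °C | measured by = flow cytometric JC-1 green MFI at 530 nm | read-out basis = percent efflux inhibition, scaled nicardipine 100% to DMSO 0%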
Bim-Bcl-XL: inhibitors of Bim-Bcl-XL binding, primary screen, biochemical, multiplexed, bead flow cytometry, human Bcl-XL; Bcl-2-like protein 1 (Homo sapiens), Q07817; actives 0.04% (n = 190,000); Bim peptide-Bcl-XL binding, fluorescence; inhibition, % at 10 µM
Bcl-2 Bim block: inhibitors of Bim-Bcl-2 binding, primary screen, biochemical, multiplexed, human Bcl-2 family | Apoptosis regulator Bcl-2 (Homo sapiens), P10415 | Bead-based flow cytometry, Bim peptide-Bcl-2 binding | inhibition, % at 10 µM | actives 0.06% (n = 190,000) | AID 950, 2007; in the data active means inhibition above about 40%; inconclusive means no clear call, values can overlap the other calls;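 further: 0% = no compound wells with probe peptide and 100% = reference peptide inhibitor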
Target sequence (P10415 whole entry, looked up): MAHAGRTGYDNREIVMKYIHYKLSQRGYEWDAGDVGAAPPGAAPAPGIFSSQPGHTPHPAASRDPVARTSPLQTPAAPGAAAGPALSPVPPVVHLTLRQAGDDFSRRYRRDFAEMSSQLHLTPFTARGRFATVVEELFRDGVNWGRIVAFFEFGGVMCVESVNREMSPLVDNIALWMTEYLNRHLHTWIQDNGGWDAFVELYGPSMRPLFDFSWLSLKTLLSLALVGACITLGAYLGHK
Bcl-B Bim block: inhibitors of Bim-Bcl-B binding, primary screen, biochemical, multiplexed, human Bcl-2 family. bead-based flow cytometry, Bim peptide-Bcl-B binding. inhibition, % at 10 µM. actives 0.073% (n = 190,000). AID 951, 2007;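 further: 0% = tracer peptide without compound and 100% = reference inhibitor peptide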
Target sequence (Q9HD36 whole entry, looked up): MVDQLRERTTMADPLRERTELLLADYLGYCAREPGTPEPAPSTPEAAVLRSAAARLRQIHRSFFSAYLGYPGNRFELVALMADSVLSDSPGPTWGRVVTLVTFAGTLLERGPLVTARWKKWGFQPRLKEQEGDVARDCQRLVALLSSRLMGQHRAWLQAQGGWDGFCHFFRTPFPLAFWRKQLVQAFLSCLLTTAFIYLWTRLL
* = called active by the depositor; u = inconclusive. Unless noted, no stated cut-off is given here; in the data, active means inhibition above about 40%.

SMILES	RGS4-Gao reg	ABCB1 block	RGS7-Gao	RGS8-Gao reg	Bim-Bfl-1	Bim-Mcl-1	Bim-Bcl-W	ABCG2 block	Bim-Bcl-XL	Bcl-2 Bim block	Bcl-B Bim block
O=C(CSc1nc(-c2ccc(F)cc2)nc2ccc(F)cc12)Nc1cccc(C(=O)O)c1	100.2	-0.4	102.0	101.3	-1.0	5.0	5.0	-0.9	0.0	3.0	1.0
COc1ccc(NS(=O)(=O)c2ccc3nc(COc4cccc5ccccc45)[nH]c3c2)cc1	100.0	-1.0	102.1	98.4	2.0	-5.0	1.0	0.7	-5.0	-7.0	-20.0
Cc1ccc(S(=O)(=O)c2c(N)n(C)c3nc4ccccc4nc23)cc1	99.2	1.0	102.2	99.6	3.0	3.0	9.0	6.5	5.0	2.0	3.0
O=C1c2ccccc2C(=O)N1CC(=O)N1c2ccccc2Sc2ccccc21	99.6	1.1	94.1	101.5	-3.0	-2.0	0.0	1.7	2.0	-2.0	-19.0
CCOCCCNC(=O)C1CCCN1S(=O)(=O)c1ccc(Cl)cc1 (stereo not drawn)	99.9	1.4	94.1	96.6	0.0	0.0	0.0	1.9	-4.0	0.0	-3.0
Cn1c(NNC(=O)CCC2CCCCC2)cc(=O)n(C)c1=O	90.3	0.2	96.9	94.8	-2.0	-2.0	-5.0	0.9	-2.0	0.0	-2.0
CCCCOC(=O)c1ccc(NC(=O)c2c(OC)cccc2OC)cc1	95.0	0.4	90.1	93.2	-5.0	-4.0	0.0	1.6	-4.0	-4.0	-2.0
COc1ccc(C(C(=O)NC2CCCCC2)N(CC2CCCO2)C(=O)C2COc3ccccc3O2)cc1OC (stereo not drawn)	102.5	1.5	101.1	102.7	-1.0	0.0	-2.0	1.3	-2.0	-3.0	-5.0
C=CCNC(=O)C1CC(=O)N(c2ccc(C)cc2)C1 (stereo not drawn)	103.0	-0.5	101.1	103.6	-6.0	-2.0	-2.0	-1.3	-5.0	-2.0	-5.0
C=CCNC(=O)C1CC(=O)N(c2ccc(OCC(=O)Nc3ccccc3)cc2)C1 (stereo not drawn)	100.4	0.2	99.3	87.1	-5.0	-3.0	-1.0	5.2	-4.0	-6.0	-4.0
COc1cc(/C=C2\CC/C(=C\c3ccc(OCCO)c(OC)c3)C2=O)ccc1OCCO	97.3	28.6	99.4	97.3	9.0	3.0	10.0	38.6	4.0	5.0	-12.0
c1ccc(NCc2nc(-c3ccccc3)no2)cc1	101.4	0.5	100.0	101.4	-10.0	0.0	-1.0	1.9	4.0	-5.0	-5.0
COc1ccc(CSCC(=O)N/N=C/c2ccccc2O)cc1	96.3	0.1	90.0	96.6	-4.0	-2.0	-1.0	14.5	-3.0	-4.0	-2.0
CN(C)/C=C/C(=O)c1ccc(Cl)c([N+](=O)[O-])c1	101.2	1.1	u	100.5	-6.0	0.0	0.0	10.0	1.0	-2.0	-3.0
COC(=O)CC(=O)CSc1nc2c(cc1C#N)CCCCC2	101.8	-0.1	97.3	94.0	-1.0	-2.0	-3.0	-0.3	0.0	-2.0	-5.0
COc1ccccc1C(C)NCC(=O)Nc1ccccc1C(F)(F)F (stereo not drawn)	92.9	0.7	91.7	80.6	0.0	-4.0	-1.0	5.6	-4.0	1.0	-4.0
O=C(COc1ccc(Br)cc1)N1CCc2ccccc2C1	96.8	0.2	u	95.8	-4.0	0.0	-2.0	11.1	-3.0	-4.0	-6.0
COCCNC(=O)c1ccccc1NC(=O)Nc1ccccc1	90.1	1.1	91.0	70.4	4.0	0.0	0.0	3.7	0.0	1.0	0.0
Nc1nc(-c2ccc(Cl)cc2)nn1C(=O)c1cccs1	104.2	0.2	102.9	108.1	-4.0	0.0	0.0	1.5	-1.0	-3.0	-3.0
O=C(Cc1ccccc1)NCCCc1ccccc1	104.5	0.1	104.5	102.5	-10.0	4.0	0.0	1.3	-1.0	-4.0	-5.0
CCOC(=O)c1c(C)n(C)c2ccc(OC)c(NS(=O)(=O)CC)c12	96.8	0.4	101.2	98.6	-3.0	-4.0	-5.0	4.5	-7.0	-1.0	-13.0
COc1cc(C=O)ccc1Oc1nc(Nc2ccc(F)cc2F)nc(N2CCOCC2)n1	102.7	0.7	103.0	105.7	3.0	0.0	4.0	8.5	-1.0	0.0	-2.0
COCCNC(=S)NNc1ccccc1[N+](=O)[O-]	99.5	0.1	102.5	102.0	1.0	-3.0	0.0	1.6	-3.0	-4.0	-18.0
Cc1ccc(N2CCN(c3ccc(C)cc3)C2c2cccnc2)cc1	92.5	0.4	95.6	97.5	-14.0	-1.0	1.0	2.3	-5.0	-10.0	-10.0
O=C(Cc1ccc(Cl)cc1Cl)Nc1cccc(S(=O)(=O)Nc2ccccc2F)c1	101.0	-0.8	141.0	80.2	24.0	-20.0	0.0	-10.4	-6.0	4.0	-30.0

Structures from the list above that contain a Cl atom:
SMILES	RGS4-Gao reg	ABCB1 block	RGS7-Gao	RGS8-Gao reg	Bim-Bfl-1	Bim-Mcl-1	Bim-Bcl-W	ABCG2 block	Bim-Bcl-XL	Bcl-2 Bim block	Bcl-B Bim block
CCOCCCNC(=O)C1CCCN1S(=O)(=O)c1ccc(Cl)cc1 (stereo not drawn)	99.9	1.4	94.1	96.6	0.0	0.0	0.0	1.9	-4.0	0.0	-3.0
CN(C)/C=C/C(=O)c1ccc(Cl)c([N+](=O)[O-])c1	101.2	1.1	u	100.5	-6.0	0.0	0.0	10.0	1.0	-2.0	-3.0
Nc1nc(-c2ccc(Cl)cc2)nn1C(=O)c1cccs1	104.2	0.2	102.9	108.1	-4.0	0.0	0.0	1.5	-1.0	-3.0	-3.0
O=C(Cc1ccc(Cl)cc1Cl)Nc1cccc(S(=O)(=O)Nc2ccccc2F)c1	101.0	-0.8	141.0	80.2	24.0	-20.0	0.0	-10.4	-6.0	4.0	-30.0

Additional entries follow.
SMILES	RGS4-Gao reg	ABCB1 block	RGS7-Gao	RGS8-Gao reg	Bim-Bfl-1	Bim-Mcl-1	Bim-Bcl-W	ABCG2 block	Bim-Bcl-XL	Bcl-2 Bim block	Bcl-B Bim block
CC[C@H](C)[C@H](NC(N)=O)C(=O)Nc1ccccc1F	101.2	0.2	100.0	101.0	-2.0	0.0	-2.0	0.6	-2.0	-4.0	-1.0
Cc1ccn(CCC(=O)O)n1	100.8	1.5	105.5	104.1	-4.0	0.0	-3.0	2.2	-5.0	0.0	-3.0
O=C(CCN1C(=O)/C(=C\c2cccs2)SC1=S)NC1=NCCS1	100.7	-1.1	101.8	104.8	-3.0	0.0	-1.0	-8.2	-4.0	-2.0	-2.0
Cc1ccccc1NC(=S)N(CCN(C)C)C(C)c1ccco1 (stereo not drawn)	102.4	-0.2	101.0	100.3	2.0	4.0	4.0	-2.1	2.0	4.0	3.0
CC(C)CNC(=O)COc1ccc(Sc2ccc(OCC(=O)NCC(C)C)cc2)cc1	103.1	0.4	96.5	107.2	-3.0	-8.0	-5.0	8.3	-4.0	-2.0	-7.0
Cc1ccc(S(=O)(=O)Nc2ccc(NC(=O)c3cccnc3)cc2)cc1	100.2	-0.2	101.2	100.8	-9.0	4.0	0.0	-0.9	-3.0	0.0	-3.0
Cc1cccc(OCCCC(=O)Nc2ccc(N3CCCCC3)cc2)c1C	99.5	-0.1	97.9	97.2	-7.0	-1.0	-2.0	-0.2	-3.0	-4.0	-4.0
CCc1ccc2c(c1)cc(CN(C(=S)Nc1cccc(C)c1)C1CC1)c1nnnn12	99.7	1.4	99.4	101.4	-8.0	-1.0	1.0	5.2	1.0	0.0	-8.0
O=C(NCc1cccnc1)c1ccc(S(=O)(=O)N2CCCCC2)cc1	98.7	0.1	101.1	99.8	-8.0	0.0	-2.0	-0.1	-2.0	-3.0	-14.0
O=C(/C=N/O)NCCN1CCCCC1	101.9	0.4	96.7	101.8	-3.0	0.0	2.0	2.5	0.0	2.0	5.0
CCc1ccc(Nc2cnn(-c3nc4ccccc4s3)c(=O)c2Cl)cc1	101.1	2.1	97.6	88.7	-1.0	-3.0	-3.0	6.3	-5.0	-6.0	-4.0
O=c1[nH][nH]c(-c2ccccc2)c1C=Nc1ccc(Cl)cc1	103.8	-0.4	103.1	99.3	-2.0	0.0	1.0	2.7	1.0	3.0	0.0
COc1ccc(NC(=O)COC(=O)c2c(-c3ccccc3)noc2C)cc1	100.3	1.0	101.3	101.8	-10.0	0.0	21.0	12.1	10.0	-17.0	0.0
COC(=O)c1cc(NC(=O)c2cccc([N+](=O)[O-])c2C)ccc1Cl	102.8	0.8	u	101.1	-1.0	-2.0	0.0	24.4	0.0	0.0	0.0
Cc1cccc(NC(=O)CSc2nc3nc(C)cc(C)c3c(=O)[nH]2)c1	96.1	0.5	96.8	100.2	-1.0	-2.0	0.0	3.2	-1.0	0.0	-1.0
COc1ccc(Nc2ccc3nnc(-c4ccc(Br)cc4)n3n2)cc1	98.5	0.5	98.1	101.8	-10.0	0.0	0.0	7.2	-2.0	-9.0	-6.0
COc1ccc(S(=O)(=O)NCC2CCCN(C(=O)c3cccnc3)C2)cc1 (stereo not drawn)	105.3	0.0	110.3	106.3	-5.0	2.0	1.0	0.8	-3.0	0.0	-3.0
C=C(C)c1ccc(C(C)(C)NC(=O)NCc2ccco2)cc1	99.7	1.5	99.3	101.9	-10.0	0.0	0.0	11.4	-3.0	-8.0	-5.0
Cc1ccc2c(c1)sc1ncc(NC(=O)c3ccc(F)cc3)c(=O)n12	101.8	0.5	99.9	98.7	-5.0	0.0	-2.0	6.5	-2.0	0.0	-2.0
Cc1ccccc1-n1c(SCC(=O)c2c(N)n(C)c(=O)n(C)c2=O)nnc1-c1cccnc1	102.7	-0.1	103.4	100.8	0.0	-3.0	0.0	-2.6	1.0	-1.0	0.0
CCn1nc(C)c(/C=N/NC(=O)c2ccoc2C)c1C	101.2	0.9	103.2	102.0	1.0	0.0	0.0	5.9	-1.0	0.0	1.0
Cc1[nH]c2ccccc2c1CN1CCC(CO)(Cc2ccccc2)CC1	101.9	1.0	104.2	103.2	-3.0	0.0	-1.0	3.0	-3.0	1.0	0.0
FC(F)(F)c1cccc(NC(=S)N(CCCN2CCCC2)Cc2cccn2Cc2ccc(Cl)cc2)c1	107.3	3.4	106.5	104.3	6.0	-4.0	-2.0	5.9	-2.0	2.0	-7.0
Cc1c(NC(=O)c2ccc(N(C)S(=O)(=O)c3ccccc3)cc2)c(=O)n(-c2ccccc2)n1C	98.7	1.0	95.0	98.5	-3.0	0.0	0.0	1.5	-2.0	-3.0	-2.0

Source: PubChem BioAssay

Compounds as they come. Share with any hit: about 0.94%.
